TNAP inh hiacc: human TNAP enzyme inhibitors, primary screen, biochemical, luminescent, high phosphate acceptor level, uHTS; inhibition, % at 20 µM; Alkaline phosphatase, tissue-nonspecific isozyme (Homo sapiens), P05186; purified TNAP, CDP-star luminescence, 1 M DEA; actives 0.03% (n = 200,000);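 active = over 50% inhibition of tissue-nonspecific alkaline phosphatase at 20 µM in the single-dose screen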;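 also: plate controls were DMSO wells for no effect and EDTA-quenched wells as full inhibition for full effect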
Target sequence (P05186 whole entry, looked up): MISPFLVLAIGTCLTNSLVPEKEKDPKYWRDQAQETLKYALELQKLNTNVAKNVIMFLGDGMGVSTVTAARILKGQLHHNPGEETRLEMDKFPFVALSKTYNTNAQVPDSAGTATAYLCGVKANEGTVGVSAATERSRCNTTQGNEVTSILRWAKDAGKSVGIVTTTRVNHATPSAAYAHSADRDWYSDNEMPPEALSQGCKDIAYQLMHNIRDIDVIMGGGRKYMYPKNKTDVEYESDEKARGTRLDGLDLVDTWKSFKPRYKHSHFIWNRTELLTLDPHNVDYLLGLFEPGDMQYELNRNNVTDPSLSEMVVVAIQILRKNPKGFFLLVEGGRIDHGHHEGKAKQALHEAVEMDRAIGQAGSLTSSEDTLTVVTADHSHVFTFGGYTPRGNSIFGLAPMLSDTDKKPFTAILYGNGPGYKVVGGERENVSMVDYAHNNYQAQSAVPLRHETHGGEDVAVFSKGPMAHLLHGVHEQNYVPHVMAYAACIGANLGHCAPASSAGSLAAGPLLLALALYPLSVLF
TNAP act hiacc: TNAP activators at high phosphate acceptor level, primary screen, biochemical, luminescence, uHTS; Alkaline phosphatase, tissue-nonspecific isozyme (Homo sapiens), P05186; purified TNAP, CDP-star luminescence, 1 M DEA, 30 min; hits give high values; 0 = EDTA background, 1 = DMSO-only activity; activation factor at 20 µM; 200,000 tested, under 10 active; AID 1136, 2008;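 active = activation factor at least 2 at 20 µM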
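Assay system: human TNAP; Input: enzyme diluted 1/800 final; Reagent: CDP-star luminogenic substrate at 100 µM final; Timing: 30 min, room temperature; Signal: luminescence; Evaluation: TNAP activation factor scaled between EDTA and DMSO control wells.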
Lmaj promast: Leishmania major promastigote growth inhibition, primary screen; Leishmania major promastigotes, resazurin fluorescence viability; inhibition, % at 10 µM; actives 9% (n = 200,000); in the data active = inhibition above about 50%;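 also: promastigotes grown with compound for 44 hours at 28 °C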
bIAP activator: bovine intestinal alkaline phosphatase activators, primary screen, biochemical, bovine IAP, CDP-star luminescence; actives 0.17% (n = 200,000); purified bovine IAP, 30 min; hits give high values; fold of DMSO-control signal, blank-subtracted; AID 1016, 2008; activation factor at 20 µM;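 active = activation factor of 2 or more at 20 µM, a signal rise over negative controls twice the positive control's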
FLuc act counter: FLuc activators, initial screening, artefact control for FLuc-dependent activation tests, biochemical, ATPlite luminescence; ATPlite luciferase biochemical, 10 min; 0 = ATP-free wells, 1 = DMSO control; AID 1027, 2008; Luciferin 4-monooxygenase (Photinus pyralis), P08659; 200,000 tested, under 10 active; activation factor at 10 µM;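 active = luciferase activation factor, scaled between plate controls, of at least 2 with compound at 10 µM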
Target sequence (P08659 whole entry, looked up): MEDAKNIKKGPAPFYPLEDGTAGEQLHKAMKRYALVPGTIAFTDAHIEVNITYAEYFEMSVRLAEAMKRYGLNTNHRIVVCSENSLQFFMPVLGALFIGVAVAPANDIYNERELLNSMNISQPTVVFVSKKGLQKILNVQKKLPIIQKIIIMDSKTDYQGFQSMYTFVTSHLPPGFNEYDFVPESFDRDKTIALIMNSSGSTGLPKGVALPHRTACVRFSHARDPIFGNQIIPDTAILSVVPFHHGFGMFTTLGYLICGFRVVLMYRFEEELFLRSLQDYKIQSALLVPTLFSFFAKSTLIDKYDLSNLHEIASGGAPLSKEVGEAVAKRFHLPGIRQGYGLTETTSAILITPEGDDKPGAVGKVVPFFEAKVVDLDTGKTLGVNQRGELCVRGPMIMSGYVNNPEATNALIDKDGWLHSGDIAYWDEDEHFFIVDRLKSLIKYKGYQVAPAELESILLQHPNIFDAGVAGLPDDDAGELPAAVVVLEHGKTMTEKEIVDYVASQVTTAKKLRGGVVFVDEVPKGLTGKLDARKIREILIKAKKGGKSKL
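System: cell-free luciferase reagent; medium: PBS as buffer for the ATP substrate; doses: test compounds dosed from 2 mM stocks in 100% DMSO; incubation: 10 min, room temperature; measured by: luminescence from luciferase reaction; read-out: luciferase activation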
bIAP inh: bovine intestinal alkaline phosphatase inhibitors, primary screen, selectivity assay for TNAP inhibitor project, biochemical, bovine IAP, CDP-star luminescence; alkaline phosphatase, intestinal [Bos taurus]; purified bovine IAP, 30 min; inhibition, % at 20 µM; 190,000 tested, under 10 active;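 active = over 50% inhibition of intestinal alkaline phosphatase at 20 µM in the single-dose screen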
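Incubation: 30 min reaction at room temperature / Material: purified bovine intestinal alkaline phosphatase (IAP) enzyme / Input: enzyme at 1/65,000,000 dilution / Dosing: 20 µM single dose / Signal: CDP-star luminescence signal / Reagent: CDP-star chemiluminescent phosphatase substrate, 30 µM final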
RAM inhibit: inhibitors of the yeast RAM network, primary screen, dse1pr::URA3 reporter, 5-FOA selection; actives 1.8% (n = 190,000); AID 868, 2007; inhibition, % at 50 µM; S. cerevisiae dse1pr::URA3 reporter, 5-FOA growth OD615, 2 d; analog-sensitive cbk1-as2 kinase mutant strain;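 active = inhibition above a set limit, 3 SD over mean compound inhibition, cut at about 8.4% in these data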;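 also: 0% = DMSO-only wells with no growth and 100% = 10 µM 1-NA-PP1 full growth; inhibition rescues growth on 5-FOA so higher OD means more RAM inhibition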
TNAP inh no acc: human TNAP enzyme inhibitors, primary screen, biochemical, luminescent, no phosphate acceptor, uHTS; purified TNAP, CDP-star luminescence, 30 min; AID 1012, 2008; Alkaline phosphatase, tissue-nonspecific isozyme (Homo sapiens), P05186; actives 0.26% (n = 200,000); inhibition, % at 20 µM;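 active = tissue-nonspecific alkaline phosphatase inhibition above about 50% at 20 µM in the single-dose screen, limit read from the data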;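 also: 0% = DMSO negative control and 100% = EDTA positive control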
FLuc inh counter: firefly luciferase enzyme inhibitors, primary screen, artefact control for luciferase-based inhibitor screens, biochemical, luminescence, ATPLite | Luciferin 4-monooxygenase (Photinus pyralis), P08659 | inhibition, % at 10 µM | actives 1.5% (n = 200,000) | AID 1006, 2008 | 10 min;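 active = inhibition above about 50% when tested at 10 µM, limit read from the data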
APP transl inh: inhibitors of APP translation via 5'UTR reporter, primary screen, APP 5'UTR luciferase, SH-SY5Y cells. SH-SY5Y APP 5'UTR-luciferase reporter, luminescence. actives 0.82% (n = 190,000). inhibition, % at 2 µM;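 active = inhibition above a set limit, derived from the sample mean plus 3 SD, cut at about 45% in these data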; also: values of inactives mirror those of a sister screen read the other way
* = called active by the depositor; . = no result given.

SMILES	TNAP inh hiacc	TNAP act hiacc	Lmaj promast	bIAP activator	FLuc act counter	bIAP inh	RAM inhibit	TNAP inh no acc	FLuc inh counter	APP transl inh
CC(=O)Nc1sc2c(c1C(c1ccc(Cl)cc1)N1CCOCC1)CCCC2 (stereo not given)	-5	1.1	23	1	1.1	0	1.6	-15	-6	2
CS(=O)(=O)c1ccc(C(=O)Nc2ccc(N3CCCC3)cc2)c(Cl)c1	-1	1	1	1	1	-4	3.3	-7	1	33
COCCCNC(=O)CC(NCCCOC)C(=O)O (stereo not given)	0	1	-4	1	1.1	-2	0.4	-4	-6	-5
CCC(C(=O)Nc1ncc(C)s1)c1ccccc1 (stereo not given)	2	1	-2	1.2	1	-16	1.6	-4	-2	-28
CC(C)c1ccc2c(c1)[C@H]1OCC[C@H]1[C@@H](c1cccs1)N2	-8	1.1	1	1.1	0.7	-6	0.4	-8	26	86*
COc1ccc2nc(Nc3nc4cc5c(cc4s3)OCCO5)sc2c1	2	1	-2	0.9	0.9	9	2.5	-44	11	-13
CN(C)c1nc(SCc2ccc(Cl)cc2)nc2c1CCCC2	0	1	-1	0.6	1.1	36	0.1	-12	-8	5
O=C(Nc1nnc(-c2cccs2)o1)c1cccc(C(F)(F)F)c1	0	1	95*	1	1	2	2.6	-18	2	.
CCCN1CCN(C(=O)C2CCN(S(=O)(=O)c3ccc4c(c3)oc(=O)n4C)CC2)CC1	-7	1.1	1	1	1	5	0.0	-17	-4	1
S=c1[nH]nc(-c2ccccn2)n1/N=C/c1cccs1	-4	1	-4	1.1	1	-11	2.9	24	-4	0
CC(C)(C)C(=O)NC(=C(Cl)Cl)P(=O)(O)O	8	0.9	-1	0.9	1	7	-0.3	3	-4	23
Cc1ccc(N2Cc3ccccc3C2=S)cc1	-4	1	12	0.8	0.2	24	1.7	-19	76*	-201
CCOC(=O)CC1C(=O)NCCN1C(=O)COc1ccc(Br)cc1C (stereo not given)	-5	1	-5	0.9	1.1	6	-0.4	-30	-7	-18
CCN(CC)CCCNC(=O)c1cc(-c2ccc(Cl)cc2)on1	-5	1	17	1	1.1	4	-0.8	-7	-6	-12
COc1ccc(-c2nn(-c3ccccc3)cc2/C=C(/C#N)C(N)=O)cc1[N+](=O)[O-]	-2	1	4	0.9	1.1	7	0.4	-6	-6	-9
Cn1c(Cc2cccs2)nnc1SCC(=O)N1CCc2ccccc21	1	1	-1	0.9	1	8	-1.0	-3	-3	3
COc1ccc(C2CC(c3ccccc3Cl)Nc3ncnn32)cc1OC (stereo not given)	-2	1	76*	1.1	1	-12	1.1	-4	-3	-9
Cc1sc2nc(CSc3cccc(C(F)(F)F)c3)[nH]c(=O)c2c1C	2	1	-5	0.9	1	12	-0.2	5	-4	10
CCCS(=O)(=O)N1CCCC(C(=O)NCCCOC(C)C)C1 (stereo not given)	-6	1.1	-2	0.9	1.1	7	0.1	-13	-7	.
Cc1sc2nc(CSc3ccccc3)nc(N3CCOCC3)c2c1C	-8	1.1	82*	1.1	1.1	-12	1.2	-7	-7	1
NC(=O)NCc1ccc(F)cc1	-2	1	-4	1.1	1	-7	0.4	-7	-2	4
CCCCNC(=O)/C(C#N)=C/c1cccnc1	-2	1	93*	1.1	1	-11	4.5	-5	-1	10
Cc1ccc(-c2nnc(CSc3nc4cc5c(cc4cc3C)OCO5)o2)cc1	-4	1	4	1	1	5	4.2	-6	-4	-15
CC(C)(C)NC(=O)[C@H]1CC[C@H]2[C@@H]3CC[C@H]4NC(=O)C=C[C@]4(C)[C@H]3CC[C@]12C	-5	1	.	1	1	-2	.	-3	-1	.
CCc1ccccc1NC(=O)c1cc2ncc(Br)cn2n1	-5	1	-8	0.9	1	10	4.8	-15	2	.
COCCOC(=O)C1=C(C)N=C2SCCC(=O)N2C1c1cccs1 (stereo not given)	-8	1.1	-2	0.9	1.1	8	2.2	-12	-5	18
CCn1c(O)c(C=C2N=c3ccccc3=N2)sc1=S	0	1	6	0.6	1.1	39	4.4	-6	-9	-17
CCS(=O)(=O)c1ccc2oc(Nc3cc(C)cc(C)c3)nc2c1	0	1	27	0.9	1	7	3.5	-2	-2	3
C/C(=N\NC(=O)c1ccc(C)cc1)C1C(=O)c2ccccc2C1=O	3	1	-3	0.8	1	16	0.7	0	-2	1
O=C(NCc1ccc2c(c1)OCO2)c1ccc(Cl)c(S(=O)(=O)N2CCOCC2)c1	-4	1	4	0.9	1	14	0.5	-11	-2	12
CNC(=S)N1CCn2cccc2C1c1cc(OC)c(OC)c(OC)c1 (stereo not given)	0	1	-1	1.1	1	-9	3.8	0	-3	-19
O=C(Nc1ccccc1)/C(=C/c1ccc([N+](=O)[O-])cc1)NC(=O)c1ccccc1	0	1	-1	1	1	0	3.1	-12	5	-6
CN(C)c1nc2ccc(OCCN3CCCCC3)cc2s1	1	1	60*	1.1	1	-9	0.7	-7	-2	-26
CCOC(=O)N1CCN(S(=O)(=O)c2cc(Br)cnc2N)CC1	-7	1.1	-6	0.9	1	6	-0.6	-11	-4	3
CC1Cn2c(nnc2C23CC4CC(CC(C4)C2)C3)S1 (stereo not given)	-6	1.1	-6	1.1	1	-6	0.3	-12	-4	-12
CC(=O)c1sc(NC(=O)COc2ccc([N+](=O)[O-])cc2)nc1C	-4	1	-1	1.1	1.1	-8	6.3	-8	-6	-12
CCOC(=O)N1CCN(C(=O)c2ccc(CNS(=O)(=O)c3ccc(C)cc3)cc2)CC1	-6	1.1	-3	1	1.1	-3	0.5	-11	-5	-8
COc1ccc2cc3cc(C(=O)NCc4ccc5c(c4)OCO5)oc3nc2c1	0	1	20	1	1	3	0.1	-3	-4	9
COC(=O)Cc1ccc(NC(=S)NCc2ccccc2OC)cc1	-5	1	-1	0.9	1	12	0.4	-11	-4	-3
CCOC(=O)C1CCCc2c1[nH]c1c(C(=O)O)cccc21 (stereo not given)	-4	1	-3	1	1	2	-1.9	-8	-4	4
Clc1ccc(-c2nnc(SCc3nc(-c4ccccc4)no3)o2)cc1	-7	1.1	-5	0.8	1.1	16	7.7	-2	-8	-10
O=C(Cc1ccccc1)N1CCN(C(=O)c2ccco2)CC1	-1	1	-7	0.9	1	13	-0.2	-5	-5	5
C=CCc1c(C)nc(C)nc1N/N=C/c1ccc(N(C)C)cc1	-6	1.1	29	1	1.1	4	0.3	-34	-8	-6
CCOc1ccc(S(=O)(=O)Nc2ccc(S(=O)(=O)N3CCCC3)cc2)cc1	-5	1.1	-2	0.9	1.1	10	2.6	-22	-7	2
CCOc1ccc(C(=O)Oc2ccc(NC(C)=O)cc2)cc1	-6	1.1	-4	1	1	2	2.2	-10	0	-5
COc1ccc(C(=O)N/C(N)=N/c2nc3ccccc3o2)cc1	-10	1.1	-1	1	1	4	3.4	-12	-3	-14
CCCOc1ccc(N2C(=O)CC(N(CCc3ccccc3)C(=O)c3ccccc3)C2=O)cc1 (stereo not given)	-2	1	18	1	1	-2	12*	-4	-1	13
O=C(N=Nc1c(O)[nH]c2ccccc12)c1cc(-c2ccc(F)cc2)n[nH]1	3	1	9	1.3	1.1	-34	2.4	-7	-6	-4
CCCCc1ccc(NC(=O)COCC)cc1	2	1	27	0.8	0.9	18	-0.5	-5	11	-42
Cc1ccc2c(c1)c(N=NC(N)=O)c(O)n2C	-1	1	9	1.1	1.1	-12	0.0	-1	-8	-4
COc1ccc2nc(Cl)c(/C=N/Nc3ccccn3)cc2c1	-4	1	39	1.1	0.2	-14	1.5	-2	79*	-37
O=C(NC1CCCCCCC1)NC1CCCCC1	-5	1.1	-1	1	1	2	1.3	0	4	-12
O=C(Nc1cc(C(F)(F)F)ccc1-n1cncn1)c1ccc(Br)cc1	-2	1	0	1	1.1	-4	1.9	-4	-5	7
CCOC(=O)c1sc2ncn(/N=C/N(C)C)c(=O)c2c1C	-5	1.1	-3	1	1	4	2.1	-13	-4	-7
CC1CC(=O)N(Cc2ccccc2)c2ccccc2N1C=O (stereo not given)	-4	1	-2	0.9	1.1	7	0.8	-4	-10	-30
O=C(Nc1ccc(Cl)cc1)C1CC=CCC1C(=O)OCC(F)(F)C(F)F (stereo not given)	-2	1	-11	0.9	1	10	-0.8	-6	-5	-2
CCCCCCc1cc2cc(S(=O)(=O)c3ccc(F)cc3)c(=O)oc2cc1O	-10	1.1	-2	0.3	1.1	.	3.3	-15	-6	17
CC(C)C1(C)C(=O)N=C2c3ccccc3C(=O)N21 (stereo not given)	0	1	-4	1	1	4	1.9	-4	-3	-20
O=C(NCCCNCc1ccccc1)c1ccncc1	0	1	-2	1	1	0	0.6	-3	-1	9
CC(OC(=O)c1ccc(NS(=O)(=O)c2cccs2)cc1)C(=O)N(C)C1CCCCC1 (stereo not given)	-2	1	-5	0.8	1.1	19	3.3	-23	-6	3
Cc1ccc(-c2nnc(SCC(=O)Nc3ccc(S(=O)(=O)N4CCCCCC4)cc3)o2)cc1	-6	1.1	-1	1	1	0	1.4	4	-3	-8
CCCc1ccc(OC(=O)c2cccs2)cc1	-4	1	-3	1	0.8	3	-0.7	-4	19	-6
CCCn1c(N)c(C(=O)CSc2nnc(-c3cccnc3)n2-c2ccc(C)cc2C)c(=O)[nH]c1=O	-2	1	-9	0.8	1	15	5.8	-12	-5	6

A draw from above in order of SMILES length, rising.
SMILES	TNAP inh hiacc	TNAP act hiacc	Lmaj promast	bIAP activator	FLuc act counter	bIAP inh	RAM inhibit	TNAP inh no acc	FLuc inh counter	APP transl inh
Cc1sc2nc(CSc3ccccc3)nc(N3CCOCC3)c2c1C	-8	1.1	82*	1.1	1.1	-12	1.2	-7	-7	1
CCOC(=O)CC1C(=O)NCCN1C(=O)COc1ccc(Br)cc1C (stereo not given)	-5	1	-5	0.9	1.1	6	-0.4	-30	-7	-18
CS(=O)(=O)c1ccc(C(=O)Nc2ccc(N3CCCC3)cc2)c(Cl)c1	-1	1	1	1	1	-4	3.3	-7	1	33
O=C(N=Nc1c(O)[nH]c2ccccc12)c1cc(-c2ccc(F)cc2)n[nH]1	3	1	9	1.3	1.1	-34	2.4	-7	-6	-4
O=C(Nc1ccccc1)/C(=C/c1ccc([N+](=O)[O-])cc1)NC(=O)c1ccccc1	0	1	-1	1	1	0	3.1	-12	5	-6

High-throughput results (PubChem)
